# Tn7 DDE FP – inhibitors of Tn7 peptide binding to human fibrin DD(E). FP displacement of FITC-Tn7 peptide from fibrin DD(E); 0% = median of compound wells per plate. inhibition, % at 8.3 µM. 370,000 tested, 0.13% active;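 active = inhibition above the mean of compounds falling within the control limits plus 3 SD of them, cut at about 14% in these data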;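 also: 0% = plate median of compound wells and 100% = 10 µM Aha-Tn7 peptide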
#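 system = human fibrin DD(E) protein | quantity = DD(E) 2 µM final | medium = Tris/NaCl/CaCl2 buffer, pH 7.8 | also added = labelled Tn7 tracer, 0.1 µM | compound dosing = single point at 8.3 µM | timing = compound with protein 10 min, then 3 h after probe, room temperature | signal = FP measurement | benchmarks = Aha-Tn7 high control | repeats = one replicate per compound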
# PLCg1 inh – blocks human PLC-gamma1 enzyme activity; AID 720700; 370,000 tested, 0.84% active; P19174; inhibition, % at 12.2 µM; purified PLC-gamma1, fluorogenic substrate, fluorescence; in the data active = inhibition above about 9.5%
# ASAP1 GAP inh – inhibitors of human ASAP1 ArfGAP activity; Q9ULH1; inhibition, % at 16.5 µM; ASAP1-stimulated ARF1 GTP hydrolysis, GDP FP detection; 360,000 tested, 0.19% active; in the data active = inhibition above about 25%;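 also: 0% = vehicle with enzyme and substrate and 100% = no enzyme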
# UHRF1 binding – human UHRF1 methylated DNA binding inhibitors; UHRF1 binding to methylated oligo, TR-FRET; inhibition, % at 4.4 µM; 370,000 tested, 0.75% active; in the data active = inhibition above about 21%;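 also: UHRF1 SRA domain binding a hemimethylated CpG hairpin DNA probe; 0% = median of test compound wells and 100% = reference inhibitor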
# proKLK7 act – proKLK7 (human) activation, primary screen; purified proKLK7, EDANS-DABCYL substrate fluorescence; 100% is mature enzyme control, 0% vehicle; activation, % at 7 µM; 370,000 tested, 0.9% active; AID 652039;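 active = activation above the mean of all tested compounds plus 3 SD, computed per campaign excluding outliers beyond control limits, cut at about 13% in these data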
# Target sequence (P49862 whole entry, looked up): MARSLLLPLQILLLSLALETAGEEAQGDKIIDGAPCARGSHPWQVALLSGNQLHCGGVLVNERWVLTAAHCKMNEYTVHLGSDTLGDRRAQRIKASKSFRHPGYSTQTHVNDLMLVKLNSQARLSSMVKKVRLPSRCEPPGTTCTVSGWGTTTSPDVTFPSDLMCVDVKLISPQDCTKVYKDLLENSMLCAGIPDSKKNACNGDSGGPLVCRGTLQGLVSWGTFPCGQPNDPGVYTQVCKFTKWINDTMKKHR
# Rev-erbA mod – Rev-erb alpha (human) modulation; 370,000 tested, 0.79% active; activity, % at 10 µM; P20393; Rev-erbα–FITC-DNA binding, fluorescence polarization, 90 min;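 active = activity above about 14%, limit read from the data; passing the limit was not always enough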;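 also: 0% = DMSO wells with 35 nM protein and 100% = DMSO wells with 750 nM protein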
# Target sequence (P20393 whole entry, looked up): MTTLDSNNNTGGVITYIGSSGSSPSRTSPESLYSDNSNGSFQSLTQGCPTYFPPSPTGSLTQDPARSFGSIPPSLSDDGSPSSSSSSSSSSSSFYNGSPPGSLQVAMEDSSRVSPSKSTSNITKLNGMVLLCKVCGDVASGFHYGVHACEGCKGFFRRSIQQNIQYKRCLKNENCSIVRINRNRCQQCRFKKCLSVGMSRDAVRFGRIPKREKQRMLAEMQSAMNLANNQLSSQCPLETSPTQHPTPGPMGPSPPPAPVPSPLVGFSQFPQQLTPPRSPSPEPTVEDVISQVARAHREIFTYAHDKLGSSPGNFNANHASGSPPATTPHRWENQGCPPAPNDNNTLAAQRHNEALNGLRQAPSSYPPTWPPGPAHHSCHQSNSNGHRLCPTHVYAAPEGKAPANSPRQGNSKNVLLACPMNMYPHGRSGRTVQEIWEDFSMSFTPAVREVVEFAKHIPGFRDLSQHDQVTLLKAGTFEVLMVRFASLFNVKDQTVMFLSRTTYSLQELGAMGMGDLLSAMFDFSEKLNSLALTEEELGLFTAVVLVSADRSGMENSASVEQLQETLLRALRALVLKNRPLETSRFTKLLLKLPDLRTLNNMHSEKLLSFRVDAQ
# PLCb3 inh – blocks human PLC-beta3 enzyme activity; Purified PLC-beta3, fluorogenic substrate, fluorescence; AID 720704; 370,000 tested, 0.18% active; inhibition, % at 12.2 µM; Q01970; in the data active = inhibition above about 11%;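 also: 0% = median of compound wells on plate and 100% = full blocker control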
# Tn6 DDE FP – DD(E)-Tn6 binding inhibition, primary FP screen; Fibrin DD(E) TRITC-Tn6 fluorescence polarization displacement; inhibition, % at 8.3 µM; 370,000 tested, 0.21% active; P02675;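 active = inhibition above a per-campaign cutoff: mean of compounds within control limits plus 3 SD, cut at about 15% in these data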;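 also: 0% = median of all compound wells on the plate and 100% = blocking peptide control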
# sPLA2-III inh – Inhibits HGIII-sPLA2 liposome hydrolysis, primary screen. 370,000 tested, 0.56% active. inhibition, % at 12.2 µM. QFRET BODIPY PC-A2 liposome hydrolysis, fluorescence;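 active = inhibition above mean plus 3 SD of compounds lying within the high and low control bounds, cut at about 19% in these data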;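 also: 0% = median of test compound wells and 100% = no enzyme DMSO wells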
# ARFGAP1 inhibitor – inhibits rat ARF GTPase activating protein 1 | Q62848 | Arfgap1-stimulated ARF1 GTP hydrolysis, GDP FP detection | inhibition, % at 16.5 µM | 360,000 tested, 0.26% active | AID 651572;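 active = inhibition above a per-plate limit, mean inhibition of low control wells plus 3 SD, cut at about 25% in these data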;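 also: 0% = DMSO wells with enzyme and 100% = wells lacking Arfgap1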
# Target sequence (Q62848 1-136 limits assumed): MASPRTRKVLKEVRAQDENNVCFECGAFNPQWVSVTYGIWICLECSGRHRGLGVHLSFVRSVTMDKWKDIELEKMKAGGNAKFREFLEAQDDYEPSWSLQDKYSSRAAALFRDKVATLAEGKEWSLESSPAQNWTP
#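 Material – truncated rat Arfgap1 GAP domain · Buffer or medium – HEPES-based buffer, pH 7.5 · Reagent – human ARF1(Δ1-17)-GTP substrate · Dosing – 16.5 µM single point, 1.26% DMSO · Schedule – GTP hydrolysis reaction 2 h at 25 °C · Technique – GDP detection by fluorescence polarization · Benchmarks – No-Arfgap1 wells (100%) versus DMSO full-reaction wells (0%) · Repeats – single replicate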
# * = called active by the depositor; i = inactive; . = not tested or not shown.
Tn7 DDE FP	PLCg1 inh	ASAP1 GAP inh	mol	UHRF1 binding	proKLK7 act	Rev-erbA mod	PLCb3 inh	Tn6 DDE FP	sPLA2-III inh	ARFGAP1 inhibitor
5	-2	-1	CC(C)CN(C(=O)COC(=O)c1cnc(Cl)c(Cl)c1)c1c(N)n(Cc2ccccc2)c(=O)[nH]c1=O	0	0.2	-1	2	4	8	-4
4	1	7	CCCn1c(=O)c2ccccc2n2c(SCc3c(C(=O)OCC)oc4ccccc34)nnc12	-1	0.7	-3	-3	-4	6	16
-8	8	2	CCOc1cc(NC(=S)NCCCOC)c(OCC)cc1NC(=O)c1ccco1	3	0.3	-3	2	7	10	-8
-3	2	3	O=C(COC(=O)c1ncc(Cl)c(Cl)c1Cl)NC(=O)c1ccccc1	0	-0.1	-2	-7	-7	9	9
2	2	-4	O=C(NCCN1CCOCC1)Nc1cccc(Cl)c1	-1	-0.7	-2	-4	3	2	-2
0	1	3	CCCCCCNC(=O)O[C@H]1C[C@@H]2C(=O)N(c3ccccc3)C(=O)[C@@H]2[C@@H]2CN(S(=O)(=O)c3ccc(C)cc3)C[C@]12O	4	0.0	10	-1	-1	-41	15
1	4	1	COc1ccc(OC)c(NC(=O)CCCN2C(=O)C3C4C=CC(C4)C3C2=O)c1 (stereo unspecified)	-1	0.6	-3	1	-8	2	8
-4	1	13	Cc1ccc(C(=O)Nc2nnc(C)s2)o1	0	1.1	-5	-2	2	5	4
-5	-1	6	CCOC(=O)c1cnc(-n2nc(C)cc2C)nc1Oc1ccccc1F	-1	-0.5	-1	4	10	12	-1
5	-1	-19	COc1ccc2nc(CCN(C)C(=O)C3CCC(=O)N(Cc4cccc(F)c4)C3)[nH]c2c1 (stereo unspecified)	-3	0.8	4	-4	11	5	6
-3	-116	-9	CN(C)c1ccc(/C=N/NC(=O)c2cc(-c3ccc4c(c3)OCO4)n[nH]2)cc1	-3	-8.3	-1	-124	4	2	-1
2	2	16	CCN(CC)C(=O)[C@H]1CC(CC(=O)NCCCn2ccnc2)C(=O)N2CCc3c([nH]c4ccc(OC)cc34)[C@]12C (stereo partly specified)	-3	-0.5	-1	1	5	2	14
-9	5	3	CCOc1ccccc1C(=O)NCC(=O)Nc1ccc2c(c1)OCO2	1	-0.4	-3	3	6	4	12
2	5	0	Cc1cccc(NS(=O)(=O)c2cccc3nsnc23)c1	2	0.2	-4	6	-4	-8	-3
1	5	-9	Cc1cc(C)c(N=C2C(=O)Nc3ccccc32)c(C)c1	-5	0.3	1	0	8	6	-2

# Brought forward from above: three entries, followed by the next part.
Tn7 DDE FP	PLCg1 inh	ASAP1 GAP inh	mol	UHRF1 binding	proKLK7 act	Rev-erbA mod	PLCb3 inh	Tn6 DDE FP	sPLA2-III inh	ARFGAP1 inhibitor
-9	5	3	CCOc1ccccc1C(=O)NCC(=O)Nc1ccc2c(c1)OCO2	1	-0.4	-3	3	6	4	12
2	5	0	Cc1cccc(NS(=O)(=O)c2cccc3nsnc23)c1	2	0.2	-4	6	-4	-8	-3
1	5	-9	Cc1cc(C)c(N=C2C(=O)Nc3ccccc32)c(C)c1	-5	0.3	1	0	8	6	-2
-3	-5	.	CCC(=O)N(Cc1ccccc1)c1ccccc1C(=O)Nc1cc(OC)ccc1OC	4	0.5	-2	-7	0	2	.
5	0	-9	CC1CC(C)(C)NC(=S)N1CCC(=O)NCc1ccc(Cl)cc1 (stereo unspecified)	-2	-0.5	-4	-4	10	5	-2
9	2	5	O=C(CN1C(=O)c2ccccc2S1(=O)=O)NCc1ccccc1	-1	-0.4	1	-1	-3	2	-2
-1	-2	6	O=C(Nc1ccccc1O)c1ccc2c(c1)C(=O)N(Cc1ccco1)C2=O	3	-0.7	-10	-7	3	-17	13
9	9.9*	14	Cc1ccccc1NS(=O)(=O)c1ccc(C)c(NS(C)(=O)=O)c1C	5	0.2	5	-1	-4	-5	15
4	-1	-8	COc1ccccc1OCCNC(=O)C(CCSC)NC(=O)c1ccccc1Cl (stereo unspecified)	-3	0.3	-5	-2	0	-3	-8
5	-3	-2	O=C(c1ccccc1)c1ccccc1C(=O)N1CCN(Cc2ccccc2F)CC1	1	-0.1	-4	-5	-3	-5	-6
-6	9	.	CN1C(=O)c2cc(NC(=O)c3ccccc3)ccc2OC[C@H]2O[C@@H](CC(=O)NCC3CC3)CC[C@@H]21	9	-0.2	34*	1	-2	-24	.
5	1	3	Cn1c(Cc2ccccc2)nnc1SCC(=O)N1CCOCC1	5	-0.1	-1	-1	0	8	5
-3	i	6	O=c1[nH]c2cc3c(cc2cc1CN(Cc1ccccc1)Cc1nnnn1Cc1ccco1)OCCO3	1	-7.6	10	i	-9	16	-1
-2	4	10	O=C(CN1CCCCCC1)Nc1ccc(F)c(F)c1	5	0.2	-2	3	0	-7	0
-8	-4	-6	COCCNC(=O)C1c2ccccc2C(=O)N(CCOC)C1c1ccc(F)cc1 (stereo unspecified)	0	-0.1	-2	1	1	2	-12
-6	2	-6	CC(Oc1ccccc1F)C(=O)NNC(=O)CCS(=O)(=O)c1ccccc1Cl (stereo unspecified)	0	0.2	-1	-8	2	-2	5
0	1	14	Cc1nccc(-c2cccc(NC(=O)Nc3ccc(Cl)cc3)c2)n1	-2	-0.8	6	-5	-6	-8	6
-3	2	-6	CC(C)c1ccc(CC(=O)N2CCC2(C)C(=O)Nc2ccc3c(c2)OCO3)cc1 (stereo unspecified)	2	0.1	-2	2	2	-3	-9
-2	0	14	C[C@H](CO)N1C[C@H](C)[C@@H](CN(C)C(=O)NC2CCCCC2)Oc2c(NS(=O)(=O)c3cccs3)cccc2C1=O	-1	0.2	-2	-2	-4	3	-1
5	1	5	CC(OC(=O)c1ccccc1C(=O)N(C)c1ccccc1)C(=O)Nc1ccccc1[N+](=O)[O-] (stereo unspecified)	-3	-0.1	7	-2	4	-4	-12
-11	-15	2	CC(=O)Nc1ccc(S(=O)(=O)N2CCC3(CC2)CC(=O)c2ccccc2O3)cc1	2	0.2	0	-22	-1	-4	0
-1	2	3	CCC1(C)Cc2c(sc3c2c(=O)n(C)c2nnc(SCC(=O)c4ccccc4)n32)CO1 (stereo unspecified)	-1	0.2	0	0	-1	-9	-6
-8	1	1	NC(=O)CC(NC(=S)NCc1ccccc1)C(=O)O (stereo unspecified)	1	-0.3	6	0	-1	-3	10
3	2	-3	Oc1ccc(C[C@H]2CNCCN2CCCCC2CCCCC2)cc1	-2	0.8	-7	1	-1	2	9
1	0	2	CCOc1ccc(-c2n[nH]c(=S)n2Cc2ccccc2)cc1	2	-0.4	1	2	2	11	-1
-6	0	4	O=C(NC(c1ccccc1)c1ccccc1)C1CCCC1	-1	-0.4	2	0	1	-6	5
0	2	1	COc1ccc(C2N3CC4(C)CN2CC(C)(C3)C4O)cc1OC (stereo unspecified)	3	0.0	1	4	-3	2	2
-1	-3	-5	Fc1ccc(-c2nnsc2Sc2ccccn2)cc1	-3	-0.2	2	1	1	-5	7
-11	3	-4	COc1ccc(OC)c2c1sc(=NC(=O)C(C)(C)C)n2C	0	-0.5	-1	6	2	5	2
0	-86	-4	CCCCC12CN3CCN(CC(C3)/C1=N\NC(=O)c1ccccc1N)C2	-2	3.2	-1	-86	4	0	5
4	-410	5	CCOC(=O)c1[nH]c2cc(OC)c(OC)cc2c1NC(=O)CCN1CCSCC1	-3	16*	2	i	-3	3	-3
1	0	-4	CCOC(=O)C(NCCc1ccc(F)cc1)(NC(=O)CC)C(F)(F)F (stereo unspecified)	1	-0.6	2	-2	5	0	-4
-2	-4	6	COc1cc2c(cc1O)C(CSC)Cc1cc3c(cc1N(C)CC2)OCO3 (stereo unspecified)	-1	0.1	-3	-4	-3	1	-5

# One compound at a time, from the list above:
# CCC1(C)Cc2c(sc3c2c(=O)n(C)c2nnc(SCC(=O)c4ccccc4)n32)CO1 (stereo unspecified) is listed as Tn7 DDE FP = -1; PLCg1 inh = 2; ASAP1 GAP inh = 3; UHRF1 binding = -1; proKLK7 act = 0.2; Rev-erbA mod = 0; PLCb3 inh = 0; Tn6 DDE FP = -1; sPLA2-III inh = -9; ARFGAP1 inhibitor = -6
# O=C(NC(c1ccccc1)c1ccccc1)C1CCCC1 is listed as Tn7 DDE FP = -6; PLCg1 inh = 0; ASAP1 GAP inh = 4; UHRF1 binding = -1; proKLK7 act = -0.4; Rev-erbA mod = 2; PLCb3 inh = 0; Tn6 DDE FP = 1; sPLA2-III inh = -6; ARFGAP1 inhibitor = 5

# (further entries)
Tn7 DDE FP	PLCg1 inh	ASAP1 GAP inh	mol	UHRF1 binding	proKLK7 act	Rev-erbA mod	PLCb3 inh	Tn6 DDE FP	sPLA2-III inh	ARFGAP1 inhibitor
6	-1	2	O=C(Cc1ccc(Cl)cc1)Nc1cccnc1Cl	1	-0.6	1	3	5	-4	-15
-12	2	0	CN(C)S(=O)(=O)c1ccc2c(c1)nc(CCC(=O)NCC1CCCCC1)n2C	-2	-0.9	-1	-24	-6	-7	10
4	-1	-5	Cc1noc(C)c1COc1cccc(C(=O)NC(C)(C)C)c1	0	0.1	-2	-2	6	-1	-3
-6	0	-4	Cc1ccc(/C=C(\C#N)C(=O)NCC2CCCO2)o1 (stereo unspecified)	12	-0.3	-5	-3	0	2	7
5	2	10	C=C1CCC2[C@](C)(CO)[C@H](O)CC[C@@]2(C)[C@@H]1C/C=C1\C(=O)OC[C@H]1O (stereo partly specified)	0	-0.3	2	6	1	0	5
-6	0	-10	CCOC(=O)c1ccccc1NC(=O)COC(=O)c1ccc(C)c(S(=O)(=O)N2CCOCC2)c1	5	-0.5	2	1	-9	3	5
3	-12	-12	CN(CC(=O)Nc1ccc(Cl)c(C(F)(F)F)c1)C(=O)c1cc(=O)[nH]c2ccccc12	0	1.0	0	-20	1	-23	15
-1	-1	1	O=C(CC1Sc2ccccc2NC1=O)Nc1ccccc1[N+](=O)[O-] (stereo unspecified)	-3	-0.2	-2	3	5	0	8
-6	3	-9	O=C(O)Cn1nc(C(F)(F)F)c2c1CCC2	-1	0.1	-2	0	4	4	-2
3	5	6	Cn1c(CNc2cccc(Cl)c2)nnc1SCC#N	0	-0.1	4	6	-7	8	6
-2	-4	-5	COC(C(=O)N/N=C(\C)c1ccc(C)cc1)c1ccccc1 (stereo unspecified)	0	-0.3	3	-8	1	4	-4
3	6	-4	CCOC(=O)c1cc(-c2ccccc2)sc1NC(=O)C(C)Sc1nnnn1C (stereo unspecified)	-3	0.0	-12	1	-10	-36	2
-2	7	6	Cc1ccc(C(NC(=O)N2CC(C)OC(C)C2)C(Cl)Cl)cc1F (stereo unspecified)	0	-0.5	-4	13*	-2	1	6
-1	8	1	O=C(COc1ccc2c(c1)CCC2)Nc1ccccn1	2	-0.6	-1	-9	-3	-1	11
-9	5	-8	Cc1ccc(N2CCN(/N=C/C=C/c3ccccc3)CC2)cc1	6	0.0	5	-1	6	0	6
1	-26	6	CCN(CC)C(=O)c1sc(NC(=O)c2ccc(Br)o2)c(C(=O)OC)c1C	5	0.5	-5	-32	0	-2	-3
